# Source: PubChem BioAssay (The Scripps Research Institute Molecular Screening Center)
# Tn7 DDE FP – disrupts Tn7 cyclic peptide binding to fibrin D-Dimer-E complex; P02675; FP displacement of FITC-Tn7 peptide from fibrin DD(E); 0% = median of compound wells per plate; inhibition, % at 8.3 µM; actives 0.13% (n = 370,000);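 active means inhibition above the mean of compounds falling within the control limits plus 3 SD of them, cut at about 14% in these data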;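 further: 0% = plate median of compound wells and 100% = 10 µM Aha-Tn7 peptide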
# Target sequence (P02675 whole entry, looked up): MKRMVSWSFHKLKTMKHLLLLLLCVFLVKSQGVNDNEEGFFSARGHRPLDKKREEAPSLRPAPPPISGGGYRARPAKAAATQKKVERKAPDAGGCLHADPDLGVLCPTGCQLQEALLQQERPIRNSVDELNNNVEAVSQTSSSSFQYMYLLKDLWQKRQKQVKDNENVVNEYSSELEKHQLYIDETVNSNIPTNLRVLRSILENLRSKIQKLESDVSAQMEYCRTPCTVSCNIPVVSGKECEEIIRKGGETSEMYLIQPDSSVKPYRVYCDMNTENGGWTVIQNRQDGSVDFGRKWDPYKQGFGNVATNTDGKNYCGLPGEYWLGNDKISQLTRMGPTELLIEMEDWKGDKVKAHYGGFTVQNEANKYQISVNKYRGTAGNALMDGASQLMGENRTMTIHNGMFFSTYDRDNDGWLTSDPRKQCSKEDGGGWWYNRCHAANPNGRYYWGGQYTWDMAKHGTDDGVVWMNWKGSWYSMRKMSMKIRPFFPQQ
#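 Test system – human fibrin DD(E) · Times – 10 min preincubation, 3 h with tracer, room temperature · Detection – fluorescence polarization of the labelled Tn7 tracer · Measure – percent inhibition normalized to high-control wells · Benchmarks – high control wells with 10 µM unlabelled Aha-Tn7 peptide (full inhibition) · Repeats – singlicate testing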
# SIAE primary – inhibitors of human sialic acid acetylesterase SIAE; AID 1053197; Q9HAT2; actives 0.69% (n = 370,000); inhibition, % at 9.66 µM; SIAE FP-Rh probe binding, fluorescence polarization;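 active means inhibition above a cutoff: mean of compounds within the control limits plus 3 SD of those, cut at about 17% in these data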;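 further: 0% = plate median of compound wells and 100% = probe without SIAE protein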
# TCR-CD3 inh – blocks the human TCR-CD3 interaction; actives 0.37% (n = 360,000); inhibition, % at 9.4 µM; TAMRA-labeled TCR probe fluorescence, biochemical; AID 651800; in the data active means inhibition above about 19%;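 further: recombinant mutant TCR 2C K166C tagged with TAMRA read by polarization; 0% = receptor in buffer alone and 100% = receptor with positive control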
# LEDGF integ inh – blocks HIV-1 LEDGF/p75-dependent DNA integration | TR-FRET IN-LEDGF/p75 DNA integration, Eu/Cy5 | inhibition, % at 3.7 µM | actives 0.64% (n = 370,000);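 active means inhibition above the screen-wide mean plus 3 SD, cut at about 13% in these data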;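 further: signal is the Cy5 over europium emission ratio at 671 and 618 nm; 0% = plate median of compound wells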
# TDP2 absorb – TDP2 (human) inhibition, absorbance primary screen; actives 0.34% (n = 370,000); inhibition, % at 12.8 µM; O95551; recombinant TDP2, T5PNP hydrolysis, p-nitrophenol absorbance 415 nm; AID 720702;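 active means inhibition above the mean of all tested compounds plus 3 SD, set per campaign, cut at about 25% in these data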;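 further: 0% = DMSO with enzyme and 100% = buffer with substrate but no TDP2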
#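 Test system: Human TDP2 enzyme | Reagent: 5 mM T5PNP | Compound dosing: 12.8 µM single point, 1% DMSO | Incubation: Enzyme reaction with compound for 2 h at 37 °C | Technique: p-Nitrophenol epi absorbance | Read-out: % inhibition relative to enzyme-containing and enzyme-free wells | Benchmarks: High control without enzyme, low control DMSO plus TDP2 | Replicates: Singlicate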
# PRMT1 inh – inhibitors of human PRMT1; actives 1.3% (n = 370,000); inhibition, % at 2.79 µM; Q99873; recombinant PRMT1, activity-based probe fluorescence polarization;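 active means inhibition above about 21% made by adding two undisclosed values, limit read from the data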
# ABHD4 inh – inhibits mouse alpha/beta hydrolase domain 4. actives 0.54% (n = 370,000). purified mABHD4, FP-Rh probe fluorescence polarization. inhibition, % at 8.92 µM. Q8VD66;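 active means inhibition exceeding the mean over every tested compound plus 3 SD, cut at about 30% in these data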;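 further: 0% = plate median of compound wells and 100% = S159A mutant with DMSO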
# Target sequence (Q8VD66 whole entry, looked up, the tested form may be a part): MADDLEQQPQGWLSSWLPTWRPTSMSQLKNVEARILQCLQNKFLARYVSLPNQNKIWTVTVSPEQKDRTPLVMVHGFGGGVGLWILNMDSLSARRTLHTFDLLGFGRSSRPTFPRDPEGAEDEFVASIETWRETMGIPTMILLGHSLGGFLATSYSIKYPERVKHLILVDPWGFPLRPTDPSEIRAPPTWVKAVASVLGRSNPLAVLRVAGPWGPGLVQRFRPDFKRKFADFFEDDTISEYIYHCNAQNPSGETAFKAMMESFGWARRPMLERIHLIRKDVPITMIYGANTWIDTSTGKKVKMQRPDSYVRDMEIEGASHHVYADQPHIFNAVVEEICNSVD
#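 Assay system: mABHD4 protein; medium: HEPES pH 7.0, NaCl, Pluronic buffer; dosing: 8.92 µM, single dose; schedule: 45 min + 60 min at 25 °C; signal: FP readout, ex 525 nm / em 598 nm; read-out: normalized percent inhibition of probe labeling; repeats: single replicate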
# UHRF1 MBD2 ctr – blocks human UHRF1 binding to methylated DNA. actives 0.75% (n = 370,000). UHRF1 binding to methylated oligo, TR-FRET. Q96T88. inhibition, % at 4.4 µM; in the data active means inhibition above about 21%;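 further: UHRF1 SRA domain binding a hemimethylated CpG hairpin DNA probe; 0% = median of test compound wells and 100% = reference inhibitor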
# PG9 Ab binder – small molecules binding HIV-1 gp120 antibody PG9; AID 624416; inhibition, % at 6.7 µM; TR-FRET gp120-PG9 antibody binding; actives 0.43% (n = 360,000); in the data active means inhibition above about 8.5%
# HTRA1 inhibitor – inhibitors of human serine peptidase HTRA1 | recombinant HTRA1, FP-rhodamine activity-based probe, fluorescence polarization | inhibition, % at 5.96 µM | actives 0.5% (n = 340,000) | AID 504803; in the data active means inhibition above about 36%;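 further: 0% = enzyme with DMSO and 100% = wells lacking enzyme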
# The depositor's hits bear a star; nt = no result given.
# Every second line gives: UHRF1 MBD2 ctr	SIAE primary	PRMT1 inh	TDP2 absorb	PG9 Ab binder	ABHD4 inh	TCR-CD3 inh	HTRA1 inhibitor	Tn7 DDE FP	LEDGF integ inh
Cc1sc(NC(=S)NC(=O)c2ccco2)c(C(N)=O)c1C
→ -0.1	7.2	-0.5	11.3	-0.1	6.3	-3.0	-2.5	6.7	-4.5
C[C@H](O)[C@@H]1CN2CCc3ccc(N4CCOCC4)cc3[C@@H]2C[C@@H]1N(C)CC1CCCCC1
→ -3.9	3.0	1.7	-10.2	nt	8.2	nt	nt	-1.3	-0.9
OCCOCCn1c(C(CO)Nc2nc(-c3cccc(Br)c3)cs2)nc2ccccc21 (centres undefined)
→ 0.5	-0.2	2.0	1.6	0.6	-1.6	0.5	-3.9	3.2	-1.2
Nc1ccc(S(=O)(=O)Nc2nccc(/C=C/c3ccc(Br)s3)n2)cc1
→ -2.2	-24.5	0.0	-2.3	-2.8	-2.7	6.1	-7.5	-8.5	3.1
COc1ccccc1/C=C/C(=O)OCCCN(C)C
→ -5.7	-0.3	3.8	-13.9	-2.9	7.5	3.2	5.8	-8.1	0.9
Cc1ccc(C)c(OCC(=O)Nc2c[nH]c(=O)[nH]c2=O)c1
→ 0.5	-1.8	1.2	0.1	-0.9	4.4	2.0	0.4	2.4	-2.4
CCc1noc(C)c1C(=O)Nc1cc(S(=O)(=O)N(CC)CC)ccc1N1CCCC1
→ 2.3	-2.7	-1.8	-6.9	0.5	6.8	-4.2	-3.0	5.3	-7.3
CCn1c(SCC(=O)Nc2cccc(F)c2)nc2c(c1=O)SC(C)C2 (centres undefined)
→ 0.6	-0.8	5.1	-3.3	-0.6	-2.9	2.9	-2.7	1.6	-2.1
Cn1c(=O)n(-c2cccc(Cl)c2)c(=O)n1C
→ 5.4	-3.2	-3.1	-9.4	-0.4	-8.2	-3.2	0.5	0.0	-0.3
O=C(NCCc1nccs1)C1CCC(=O)N(CCc2ccc(Cl)cc2)C1 (centres undefined)
→ 0.3	-3.3	-1.7	-4.3	-1.0	4.8	1.2	2.6	2.4	0.2
CCOc1ccc(NC(=O)CSc2nnnn2C2CCCC2)cc1
→ 0.8	-4.0	-2.9	6.9	1.1	9.4	-0.7	-5.9	9.6	2.2
CCOC(=O)C1=CCN(S(=O)(=O)c2ccccc2Cl)C1c1cccc(Cl)c1 (centres undefined)
→ 0.3	2.2	-2.2	-8.7	1.5	-16.4	-4.5	nt	-2.0	-1.4
CCC(CC)COC(=O)C1=C(C)NC(=O)NC1c1cc(OC)ccc1OC (centres undefined)
→ -0.2	-3.1	1.0	7.2	-0.8	0.9	3.1	-2.1	-0.5	-0.4
CC(=O)Nc1nc2cc(N)ccc2s1
→ -3.4	0.9	-0.6	1.0	-0.2	2.5	6.8	0.6	-7.3	1.3
O=C(Nc1ccc(-c2cn3ccsc3n2)cc1)C1CC1
→ 2.8	-6.7	2.6	-5.3	-1.7	-2.4	-4.1	-2.3	-2.2	0.9
CN(CC(=O)Nc1ccccc1Br)C(=O)c1ccccc1OCc1ccccc1Cl
→ -1.1	-8.1	-1.5	0.0	0.5	-4.4	-1.5	-11.8	-1.0	5.6
O=C(O)CCC(=O)OCCCc1cc2ccccc2c(=O)o1
→ 2.8	1.1	1.7	7.7	0.7	3.5	-3.7	2.1	6.6	2.0
C/C(=N\Nc1nncc2ccccc12)c1ccc(O)cc1
→ -0.7	4.3	2.5	5.5	-3.9	5.9	3.4	3.7	-1.7	-1.0
CC1CCCCC1NC(=O)CN1c2cccc3cccc(c23)S1(=O)=O (centres undefined)
→ 3.0	2.5	-0.5	13.2	-2.2	3.7	9.8	0.6	-0.7	-4.2
COc1ccc2[nH]c(C)c(CCN3C(=O)C4CC=CCC4C3=O)c2c1 (centres undefined)
→ 1.1	4.3	3.2	4.3	0.4	1.4	-1.7	-1.0	-1.3	1.6
Cc1nnsc1NC(=O)OCc1ccc(Cl)cc1Cl
→ 5.1	0.9	-1.3	-13.7	-1.9	-9.6	-3.5	-15.7	-4.2	1.8
CCN(Cc1ccccc1)c1c(C(=O)O)cnc2c1cnn2C
→ 14.5	-5.0	4.3	1.7	-1.3	-0.4	-1.2	nt	6.5	-2.3
CN(C(=O)c1cccc(NC(=O)Cc2ccc(NC(=O)C3CCCN(C(=O)C4CCCCC4)C3)cc2)c1)C1CCC1 (centres undefined)
→ -1.4	-7.1	-1.5	-1.6	-1.4	3.3	-2.8	-6.9	-7.7	1.6
O=C(O)c1cc(N/N=C/c2c(O)ccc3ccccc23)ccc1Cl
→ 2.5	4.1	10.1	-7.6	-6.2	20.5	6.9	11.0	-8.2	4.6
Oc1[nH]c2ccccc2c1N=Nc1ccccn1
→ -2.3	0.4	-2.2	-2.8	-4.9	4.4	7.0	-0.3	-2.9	0.5
O=C(CNC(=O)c1ccc(Cl)cc1Cl)Nc1ccc(F)cc1
→ -0.2	-3.5	4.1	-0.5	0.1	3.1	-2.2	1.4	0.3	-6.6
COc1ccc(CNC(=O)/C(C#N)=C2\N=C(NC(=O)c3cccs3)c3ccccc32)cc1
→ 1.7	-0.8	-0.2	-2.1	-1.5	-1.1	-7.8	-0.3	-8.0	-0.3
O=C(Nc1c(-c2ccccc2)[nH][nH]c1=O)c1ccc(Br)cc1
→ -0.5	2.9	0.3	33.3*	-3.0	6.6	8.4	nt	1.2	3.9
COc1ccccc1N(C)S(=O)(=O)c1ccc(C(=O)Nc2cccc(S(=O)(=O)N3CCOCC3)c2)cc1
→ 4.2	-26.5	9.1	-9.5	1.6	-50.7	-4.1	-24.2	-3.1	-8.1
COC(=O)c1cc(CNC(=O)c2sccc2-c2ccccc2)ccc1OC
→ 2.4	-4.0	4.4	-2.6	0.0	-1.4	2.2	-5.8	3.7	-1.8
O=C(NC(=S)Nc1ccc(Br)c(Cl)c1)C1CC1
→ -0.1	-15.3	-0.3	-13.4	-1.6	1.5	9.6	-24.4	5.5	-1.2
Cc1ccc(-n2ncc(-c3nnc(SCC(=O)NC4CCCC4)o3)c2N)cc1C
→ 2.9	4.0	0.3	-4.4	-1.9	-6.4	-6.9	-6.2	-4.0	0.1
Cn1c(N)c(Sc2ccc([N+](=O)[O-])cc2)c(=O)n(C)c1=O
→ 1.5	1.2	1.6	2.2	0.1	4.1	-4.6	4.2	4.7	-1.1
CCC(=O)Nc1ccc(Cl)c(NC(=O)c2ccc(Br)o2)c1
→ -0.9	-7.9	2.3	-8.3	-0.9	-4.0	0.0	-5.7	-6.0	1.6
CCOc1ccc2oc(-c3ccccc3)c(C(=O)O)c2c1
→ 5.1	-4.5	4.1	-14.2	1.6	-21.4	4.4	1.0	-0.3	11.2
CCCOc1ccc(C(=O)NNC(=S)NC(=O)c2cc(-c3ccccc3)nc3ccccc23)cc1
→ 2.7	3.5	-0.8	-2.7	1.0	-0.9	-1.4	5.6	-3.6	0.5
CN(C)CCNS(=O)(=O)c1ccc(N2CCc3ccccc32)c([N+](=O)[O-])c1
→ -16.3	-0.5	-4.6	-0.2	-8.2	-5.6	-5.9	10.0	-0.9	1.4
CC(OC(=O)/C=C/c1ccco1)C(=O)NC1CCCCC1 (centres undefined)
→ 18.2	2.5	6.2	0.6	-0.1	11.6	1.6	2.8	-4.9	1.5
COc1ccc(CCC2(C)NC(=O)NC2=O)cc1 (centres undefined)
→ 14.9	3.1	-1.4	-3.4	-1.6	1.5	-3.4	-0.2	-4.0	2.5
COc1cccc(CC2(CO)CCCN(C/C=C/c3ccccc3OC)C2)c1 (centres undefined)
→ -0.4	6.8	-4.8	-7.8	1.7	-1.6	-5.9	-9.2	0.0	0.9
O=C(OC12CCCN(C1)/C(=C/c1ccncc1)C2)c1ccc(Cl)cc1 (centres undefined)
→ 1.4	3.4	2.3	2.7	nt	6.3	nt	nt	-7.4	-0.6
CCCn1c(NC(=O)c2ccccc2)nc(Cc2ccccc2)c1Cc1ccccc1
→ -0.1	-6.4	-2.9	-1.4	nt	5.3	nt	nt	6.3	14.8*
COc1cccc(-c2nc(=S)c3c(o2)CCCC3)c1
→ 3.1	-0.7	1.5	-7.4	0.1	3.4	1.4	-1.4	-6.5	0.2
O=C(NC(=S)Nn1cnnc1)c1ccccc1Br
→ -4.1	2.8	-1.9	-3.1	-0.4	5.4	1.7	2.9	3.1	3.0
CCCN1CCN(C(=O)c2ccc(CS(=O)c3ccc(F)cc3)o2)CC1 (centres undefined)
→ 0.0	3.4	1.1	1.9	-1.6	5.0	-6.9	0.6	-6.6	-0.7
COc1ccccc1NS(=O)(=O)c1cccc(C(=O)NNC(=O)c2ccc(NC(C)=O)cc2)c1
→ 1.6	6.4	0.8	0.5	-0.2	-3.0	-2.0	7.2	6.2	-2.7
CCCCOc1ccc(N(CC(=O)NCc2ccco2)C(=O)CCC(=O)Nc2nccs2)cc1
→ -0.6	-3.0	1.9	0.3	1.4	1.6	0.8	2.8	6.4	-3.0
COc1ccccc1NS(=O)(=O)c1cc(NC(=O)C(C)C)ccc1N1CCCCC1
→ -4.1	-1.7	8.1	-3.4	-0.4	-24.1	5.0	-23.7	-2.5	0.1
Cc1ccc(C)c(-c2nc3ccc(N)cc3[nH]2)c1
→ -1.4	10.5	-2.4	5.8	-5.8	9.3	3.9	12.4	-9.0	-1.0
COc1ccc(C(C)=O)cc1CSc1nc2cc(C(=O)O)ccc2c(=O)n1Cc1ccccc1
→ -0.6	3.2	-1.2	-0.7	-0.8	14.6	5.6	-3.9	-0.5	-0.8
Cc1nn(C(C)C(=O)NCc2ccc(Cl)cc2)c(=O)c2cc3occc3n12 (centres undefined)
→ -3.0	-1.9	0.6	-19.4	0.4	-0.7	-6.1	-5.6	-4.2	-0.4
NC(=O)c1ccsc1NC(=O)c1ccc(S(=O)(=O)N2CCCCC2)cc1
→ 2.4	-13.4	3.3	-7.2	-2.1	-29.4	-5.8	-44.5	1.5	22.1*
Cc1ccc(NC(=O)C(c2ccccc2)N2CCN(CC(=O)N3CCOCC3)CC2)cc1 (centres undefined)
→ 0.5	1.0	9.1	-11.1	0.6	-10.9	0.2	-8.7	-1.3	-5.5
COC(=O)c1sc2ccccc2c1-n1cccc1C(=O)C(=O)Nc1ccc(C)cc1
→ 5.9	-17.1	2.2	-7.5	2.7	-21.1	-6.5	-27.6	-3.7	2.6

# An unsorted share of the library. Share with any hit: about 4.2%.
